VHR inh color: blocks the human dual specificity phosphatase VHR1; P51452; recombinant VHR phosphatase, colorimetric substrate read-out; inhibition, % at 20 µM; 50,000 compounds, 0.7% hits; in the data active = inhibition above about 60%; note: some results filed as inactive read as strong as hits
Target sequence (P51452 whole entry, looked up): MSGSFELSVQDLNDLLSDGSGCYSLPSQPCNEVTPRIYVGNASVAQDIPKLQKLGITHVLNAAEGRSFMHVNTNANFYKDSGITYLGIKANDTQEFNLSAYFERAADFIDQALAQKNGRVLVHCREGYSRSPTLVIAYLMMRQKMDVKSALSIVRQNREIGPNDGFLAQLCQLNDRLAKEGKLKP
* marks the source's active call; other numbers are inactive results. Some of the compounds tested. The share of hits here may be higher or lower than overall.

Start of the data: the first three compounds, to show the layout:
SMILES	VHR inh color
CCCCOC(=O)Nc1nnc(COc2ccccc2)s1	-22
CC1=CC(C)(C)Nc2ccc(OC(=O)Cc3cccc4ccccc34)cc21	-1
CC(=O)c1c(-c2ccccc2)c2cc(C)ccc2[nH]c1=O	-4

The list itself, repeating the preview:
SMILES	VHR inh color
CCCCOC(=O)Nc1nnc(COc2ccccc2)s1	-22
CC1=CC(C)(C)Nc2ccc(OC(=O)Cc3cccc4ccccc34)cc21	-1
CC(=O)c1c(-c2ccccc2)c2cc(C)ccc2[nH]c1=O	-4
Cn1c2c(c(=O)n(C)c1=O)C(c1ccc(Br)cc1)C1=C(N2)c2ccccc2C1=O (centres undefined)	-7
COc1ccc(CC(=O)N2N=C(C)CC2(O)c2cccnc2)cc1OC (centres undefined)	2
Cc1c(C(=O)Nc2ccc3oc(-c4ccncc4)nc3c2)oc2ccccc12	8
CCOC(=O)c1c(C)oc2cc(Br)c(OCC(=O)OCc3ccccc3)cc12	3
COc1cc(/C=C2/SC(=S)N(C)C2=O)ccc1OCc1ccc(Br)cc1	-2
CCOC(=O)c1c(-c2ccc(-c3ccccc3)cc2)csc1NC(=O)C(C)C	-39
COc1ccc(CP(=O)(c2ccccc2)c2ccccc2)cc1	-4
COc1ccccc1N(CC(=O)NCCc1ccccc1)S(=O)(=O)c1ccccc1	-18
NS(=O)(=O)c1ccc(Nc2nnc(-c3ccccc3)c3ccccc23)cc1	1
O=S(=O)(CCc1ccccc1)/N=C/c1cc(Br)ccc1O	-35
CCC(=O)c1ccc(N2CCN(C(=O)c3ccccc3F)CC2)c(F)c1	3
CCCC(=O)Nc1ccc(-c2cc3ccccc3oc2=O)c(C)c1	-5
O=C(NN1C(=O)CSC1=S)c1ccccc1Cl	-7
O=C(c1c(F)cccc1F)N1CCN(c2cc(N3CCCCC3)c(F)cc2[N+](=O)[O-])CC1	5
Clc1cccc(C2Nc3cccc4cccc(c34)N2)c1	-19
CCOC(=O)/C(=C/c1c[nH]c2ccccc12)C(C)=O	-1
COc1ccc(C(=O)Nc2ccc(N(C)C)cc2)cc1	-29
Cc1ccc(NC(=O)O/N=C\c2ccc(F)cc2)cc1	-11
O=C1/C(=C/c2ccc(F)cc2)SC(=S)N1c1ccc(Cl)cc1	0
CCOC(=O)C(Cc1c[nH]c2ccccc12)NC(=O)c1cc2ccccc2oc1=O (centres undefined)	0
COc1ccc(CN2CCN(C(=O)Cc3ccccc3)CC2)cc1Br	23
CC1CCCN(CC(O)COc2ccc(Cl)cc2)C1 (centres undefined)	-6
C/C(=N\N1CCN(Cc2ccc(C)cc2)CC1)c1ccccc1O	-8
CCOC(=O)C1=C(C)N=c2s/c(=C\c3ccc(C)cc3)c(=O)n2C1c1cccc([N+](=O)[O-])c1 (centres undefined)	-15
O=c1nc(/C=C/c2cc3c(cc2Br)OCO3)cc(C(F)(F)F)[nH]1	-2
COc1ccc(CNC(=O)CCc2ccccc2)cc1	-2
Cc1cc(OCC(=O)c2ccccc2)c2c3c(c(=O)oc2c1)CCC3	-2
O=C(c1ccc(F)cc1)N(C1CCCCC1)C1CCCCC1	-11
O=C1C(=O)N(c2cccnc2)C(c2cccc([N+](=O)[O-])c2)/C1=C(\O)c1ccc(Cl)cc1 (centres undefined)	16
COc1cc(C(=O)NC(NC(=S)Nc2ccccc2C)C(Cl)(Cl)Cl)cc(OC)c1OC (centres undefined)	1
Clc1ccccc1-c1nc2ccccc2c2nc3ccccc3n12	-5
O=S(=O)([O-])C/C(=C\c1ccc(Cl)cc1)c1cc[n+](CCO)cc1	-4
O=C(CCc1ccccc1)NC1C2CC3CC(C2)CC1C3 (centres undefined)	-10
CCOC(=O)CC(=O)Nc1ccc(C(=O)OC)cc1	-25
O=C(COC(=O)c1cc2ccccc2s1)Nc1cccc2ccccc12	-10
O=[N+]([O-])c1cccc(S(=O)(=O)Nc2ccc(OCc3ccccc3)cc2)c1	-4
O=C(/C=C(\O)c1ccc2c(c1)OCO2)C(F)(F)F	-3
Cc1ccc(N2C(=O)CC(N3CCN(c4ccccn4)CC3)C2=O)cc1 (centres undefined)	-29
O=C1C(Cl)=C(NC(=O)c2ccccc2)C(=O)C(Cl)=C1NC(=O)c1ccccc1	-10
COc1ccc2c(c1)C(C)CC(C)(C)N2C(=O)NC1CCCCC1 (centres undefined)	9
COc1ccc(COC(=O)NNC(=O)c2ccc(Cl)cc2)cc1	-20
O=C(c1cccc(Cl)c1)N1CCN(c2cccc(Cl)c2)CC1	-4
COC(=O)C1CN(S(=O)(=O)c2ccccc2)CCN1S(=O)(=O)c1ccccc1 (centres undefined)	6
COCCOC(=O)c1c(C)oc2ccc(OC(=O)c3ccc([N+](=O)[O-])o3)cc12	-4
O=C(NNS(=O)(=O)c1ccc2ccccc2c1)c1ccc(Cl)cc1	6
COc1ccc(Cl)cc1NC(=O)C1=C(C)NC(=S)NC1c1cccs1 (centres undefined)	-7
O=C1C(Cl)=C(N2CCCCC2)C(=O)C(Cl)=C1/C=C/N1CCCCC1	28

Given in markdown: entries from further up
| SMILES | VHR inh color |
| --- | --- |
| COc1cc(C(=O)NC(NC(=S)Nc2ccccc2C)C(Cl)(Cl)Cl)cc(OC)c1OC (centres undefined) | 1 |
| Clc1ccccc1-c1nc2ccccc2c2nc3ccccc3n12 | -5 |

Carrying on:
SMILES	VHR inh color
COc1cccc(CN2CCNCC2)c1OC	11
COc1cccc(-c2nc(-c3ccc(Br)cc3)no2)c1	-45
CCCOC(=O)Nc1ccc(S(=O)(=O)Nc2ncccn2)cc1	-10
COc1ccc2c(c1)C(C)=CC(C)(C)N2C(=O)NC1CCCCC1	6
Cc1ccc(OCC(=O)NNC(=O)COc2ccccc2)cc1	-16
COc1ccccc1-n1c(C=C2C(=O)N(Cc3ccccc3)c3ccccc32)nc2ccccc2c1=O	33
COc1ccc(Br)cc1CN1CCN(Cc2ccc(OC)c(OC)c2OC)CC1	14
CCOC(=O)c1ccc(N/C=C/C(=O)c2ccc(Cl)cc2)cc1	-6
CCC1(C)Cc2ccccc2-c2nc3n(c(=O)c21)CC(C(=O)O)S3 (centres undefined)	-6
COC(=O)c1cc(C(=O)Nc2ccc(C)cn2)cc([N+](=O)[O-])c1	-21
COc1ccc(Cl)cc1NC(=O)COc1ccc(Cl)cc1Br	-2
O=C1C2CCCCC2C(=O)N1c1ccc2[nH]c(=S)sc2c1 (centres undefined)	35
O=C1CC(Sc2nc3ccccc3s2)C(=O)N1c1ccccc1I (centres undefined)	8
COc1ccc(C)cc1NC(=O)C(=O)NNC(=O)c1ccc(C(C)(C)C)cc1	-6
O=C(CN(c1cccc(Br)c1)S(=O)(=O)c1ccccc1)NCCc1ccccc1	-6
COc1cc(/C=C/c2[nH]c(=O)[nH]c(=O)c2[N+](=O)[O-])cc(Br)c1OCc1ccccc1	-1
COC(=O)c1ccc(N2C(=O)CC(NCc3ccccc3)C2=O)cc1 (centres undefined)	-4
CCOc1cc(C(=O)NCCc2ccccc2)cc(OCC)c1OCC	18
CCOC(=O)C1CCN(S(=O)(=O)c2cc(Cl)ccc2Cl)CC1	26
C/C(=N/NC(=O)C1C(=O)NCC1c1ccccc1)c1ccc2c(c1)CCCC2 (centres undefined)	-11
O=C(Nc1ccc(N2CCOCC2)cc1)c1cc2ccccc2o1	11
CN(C)C(=O)c1ccc(Br)cc1	-3
CC(=O)N/C(=N\c1nc(C)cc(C)n1)Nc1ccc(Cl)cc1Cl	8
O=C(NCc1cccs1)c1cnn2c1NC(c1ccc(Br)cc1)CC2C(F)(F)F (centres undefined)	2
C=CCSc1nc2ccccc2n1CC(=C)Br	-4
O=C(N/N=C/c1ccc([N+](=O)[O-])cc1)c1cc(C23CC4CC(CC(C4)C2)C3)[nH]n1	-6
COC(=O)C1=C(C)N(c2ccc(C)cc2)C(=O)/C1=C\c1ccc2c(c1)OCO2	12
CCn1c2c(c3cc(F)ccc31)CCCC2=O	-4
C/C(=N\Nc1cc(-c2ccccc2)nc(C)n1)c1ccc(N)cc1	-32
NS(=O)(=O)c1ccc(CNC(=O)Cc2ccccc2[N+](=O)[O-])cc1	1
CS(=O)(=O)N1CCN(C(=O)COc2ccc(Cl)cc2)CC1	7
Cc1cc(C)n(C(=O)COc2cccc3ccccc23)n1	1
O=c1oc(-c2cccs2)nc2cc([N+](=O)[O-])ccc12	-5
CC(=O)Nc1cccc(C(=O)Nc2ccccc2C(=O)O)c1	2
Cc1cccc(-c2nc3cc(NC(=O)c4ccc(Br)o4)ccc3o2)c1	10
COc1ccc(C)cc1NC(=O)/C=C/c1ccccc1	-17
CCN(CC)c1ccc(/C=C2\C(=O)NC(=S)N(c3ccc(Cl)cc3)C2=O)o1	-4
C=CCNC(=O)C(NC(=O)c1ccccc1)=C1CCCCC1	-6
O=C(c1ccccc1F)N1CCN(Cc2ccco2)CC1	-23
Cc1onc(-c2ccccc2Cl)c1C(=O)NCCNc1ccc([N+](=O)[O-])cc1Cl	-5
O=C1NC2=Nc3ccccc3NC(c3ccccc3)=C2C(c2ccc(OC(F)F)cc2)N1 (centres undefined)	-15
O=C(O)CC1S/C(=N/N=C/c2ccco2)NC1=O (centres undefined)	-15
Cc1cc(=O)n2cc(Br)ccc2n1	-8
O=C(Nc1ccc(-c2cn3ccccc3n2)cc1)c1ccccc1Cl	-10
CCc1ccccc1NC(=O)c1cncc(Br)c1	22
O=C(Nc1cccnc1)c1cccc(Cl)c1Cl	-26
CC(Oc1ccc(Cl)cc1Cl)C(=O)NC12CC3CC(CC(C3)C1)C2 (centres undefined)	0
Cc1cc(C)nc(/N=C(/N)Nc2ccc(-c3ccccc3)cc2)n1	0
O=C(/C=C/c1cccc2ccccc12)c1ccc(NC(=O)c2cccs2)cc1	11
O=C1NC(=Nc2ccccc2)S/C1=C/c1ccc(O)cc1	-7

(continued)
SMILES	VHR inh color
COc1ccc(CNS(=O)(=O)c2ccc(Br)cc2)cc1	-21
CCOC(=O)c1c(-c2cc(C)ccc2C)csc1N	44
COc1ccc(Cl)cc1NC(=O)C1=C(C)NC(=O)NC1c1ccccc1Cl (centres undefined)	-16
CCCOc1ccccc1C1C(C(=O)OCC)=C(C)NC2=C1C(=O)CC(c1ccc(Cl)cc1)C2 (centres undefined)	33
C=CCN1C(=O)/C(=C/c2ccc(OC(=O)c3ccccc3I)c(OC)c2)SC1=S	7
COC(=O)C1=C(C)NC(C)=C(C(=O)OC)C1c1ccc(-c2cccc(Br)c2)o1	-8
COc1cccc(/C=C/C(=O)c2ccc(Cl)cc2)c1OC	-1
CC/C(C)=N/Oc1nc(N)nc(N(C)C)n1	-3
CCOC(=O)c1[nH]nc2c1C(=O)N(c1ccc(OC)c(Br)c1)C2=O	4
Cc1ccc(C)c(NC(=O)/C=C/c2ccc3c(c2)OCO3)c1	-8
O=C(NC(NC(=S)Nc1ccccc1Cl)C(Cl)(Cl)Cl)c1ccccc1F (centres undefined)	-8
O=C(NC(=S)Nc1nc(-c2ccccc2)cs1)c1ccccc1	6
COc1ccc(OC(C)C(=O)Nc2ccc(S(N)(=O)=O)cc2)cc1 (centres undefined)	10
CCCC(=O)Nc1cccc(NC(=O)c2cc([N+](=O)[O-])ccc2Cl)c1	-3
O=C1Nc2c(Cl)cc(Cl)c3cccc1c23	-6
O=C(/C=C/c1ccc(F)cc1)Nc1ccccc1Cl	21
O=C(CSc1nc2ccccc2n1Cc1ccccc1)N/N=C/c1ccco1	-21
CCOC(=O)C1=C(C)N=c2s/c(=C\c3cc(OC)ccc3OC)c(=O)n2C1c1ccc(F)cc1 (centres undefined)	-3
CCOC(=O)C1=C(C)N=c2s/c(=C\c3cc(OC)ccc3OC)c(=O)n2C1c1cccc(OC)c1 (centres undefined)	-7
CC(C)C1=CC23CCC4C(C)(C(=O)O)CCCC4(C)C2CC1C1C(=O)N(c2ccc(O)cc2)C(=O)C13 (centres undefined)	33

Quoted at random: 5 entries already listed.
SMILES	VHR inh color
CCOC(=O)C1=C(C)N=c2s/c(=C\c3cc(OC)ccc3OC)c(=O)n2C1c1cccc(OC)c1 (centres undefined)	-7
CCOC(=O)C1=C(C)N=c2s/c(=C\c3cc(OC)ccc3OC)c(=O)n2C1c1ccc(F)cc1 (centres undefined)	-3
CCCC(=O)Nc1cccc(NC(=O)c2cc([N+](=O)[O-])ccc2Cl)c1	-3
O=C1Nc2c(Cl)cc(Cl)c3cccc1c23	-6
CC(C)C1=CC23CCC4C(C)(C(=O)O)CCCC4(C)C2CC1C1C(=O)N(c2ccc(O)cc2)C(=O)C13 (centres undefined)	33

Next part
SMILES	VHR inh color
CCOC(=O)c1ccc(NC(=O)CC(C)=O)cc1	-11
CCOC(=O)Cc1csc(NC(=O)COc2cc(C)ccc2C(C)(C)C)n1	6
O=C1CC(c2ccccc2[N+](=O)[O-])c2ccccc2N1 (centres undefined)	-16
CCc1ccc(N2C(=O)/C(=C/c3ccc(O)c(OC)c3)C(=O)NC2=S)cc1	80
CCOC(=O)c1ccc2nc(C)c(CCC(C)=O)c(Cl)c2c1	-38
COc1ccc(C2CC(=O)C3=C(C2)Nc2ccccc2NC3c2ccc(Br)s2)cc1 (centres undefined)	14
CCOC(=O)C(CCOc1c(C)cc(C)cc1Cl)C(=O)OCC	10
COc1ccc(-c2cc(C(=O)Nc3ccc(F)cc3)c3ccccc3n2)cc1OC	9
COc1ccc(Cc2c(O)nc(SC)[nH]c2=O)cc1	2

Source: PubChem (Sanford-Burnham Center for Chemical Genomics)
